FUS yeast rescue – qHTS for Suppressors of FUS Proteinopathy: Primary screen using FUS-linked yeast assay. S. cerevisiae FUS-expressing, growth rescue, OD600, 24 h. Potency, µM (series often up to 76.6 µM), for the others: at the highest dose growth rescue (activation), most hits filed as activators. AID 1347120, 2019. 0.24% of 390,000 active;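 further: potency means the concentration at half of the fitted maximal effect; plate controls were DMSO vehicle for no effect and reference control for full effect; nearly all actives have a fitted effect of over 55% in size; some results filed as inactive show a strong effect at the top dose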
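FUS-expressing yeast, raffinose-pregrown, induced in 2% galactose minimal medium at OD 0.005; compounds in a dilution series, 24hr at 30C. Growth restoration read as absorbance at 600 nm. CP55940 positive control, DMSO negative.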
WRN inhibitor – qHTS for Inhibitors of WRN Helicase | Bifunctional 3'-5' exonuclease/ATP-dependent helicase WRN (Homo sapiens), Q14191 | WRN helicase unwinding, fluorescent forked duplex, kinetic | Potency, µM (doses to about 114 µM), inactives show at the highest dose activity change, negative = inhibition, actives largely listed as inhibitors | 0.46% of 360,000 active | AID 651768, 2012; further: potency means the concentration at half of the fitted maximal effect; on the % scale 0 is the no-effect control and ±100 the full control effect; nearly all actives have a fitted effect of over 55% in size
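Kinetic fluorescence helicase assay: unwinding of a quenched forked DNA duplex (100 nM final) with 2 mM ATP final raises red fluorescence (525/598 nm). Compounds sat 15 min at room temperature with 20 nM WRN beforehand.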
PLK1 PBD block – qHTS for Inhibitors of PLK1-PDB (polo-like kinase 1 - polo-box domain): Primary Screen; Plk1 PBD binding of FITC phosphopeptide, fluorescence polarization; Potency, µM, for inactives: max response, negative = inhibition, usual class: inhibitors; 2.8% of 360,000 active; AID 720504, 2013; further: potency means the concentration at half of the fitted maximal effect; series mostly up to about 57 µM; on the % scale 0 is the no-effect control and ±100 the full control effect; nearly all actives have a fitted effect of over 65% in size
Target sequence (P53350 whole entry, looked up, the tested form may be a part): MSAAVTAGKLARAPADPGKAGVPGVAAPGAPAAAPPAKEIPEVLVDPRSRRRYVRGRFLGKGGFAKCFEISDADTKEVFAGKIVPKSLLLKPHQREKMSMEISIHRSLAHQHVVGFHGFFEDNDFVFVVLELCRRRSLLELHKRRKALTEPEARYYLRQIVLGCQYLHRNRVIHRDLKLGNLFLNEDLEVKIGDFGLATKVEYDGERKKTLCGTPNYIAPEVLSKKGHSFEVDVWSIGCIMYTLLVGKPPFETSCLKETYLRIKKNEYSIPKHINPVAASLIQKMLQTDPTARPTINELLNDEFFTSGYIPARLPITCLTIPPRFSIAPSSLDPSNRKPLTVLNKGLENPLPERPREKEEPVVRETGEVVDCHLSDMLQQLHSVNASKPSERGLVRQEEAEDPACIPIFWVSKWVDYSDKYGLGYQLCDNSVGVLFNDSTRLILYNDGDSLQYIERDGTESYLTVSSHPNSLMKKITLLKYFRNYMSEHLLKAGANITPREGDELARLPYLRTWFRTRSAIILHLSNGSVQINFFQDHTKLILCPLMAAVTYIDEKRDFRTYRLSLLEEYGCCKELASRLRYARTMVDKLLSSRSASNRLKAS
Abeta rescue – qHTS for compounds that reverse cellular toxicity of Amyloid beta (A-beta) peptide in yeast: Primary Screen | yeast expressing A-beta42, growth rescue, OD600, 48 h; response scale: 0% DMSO, 100% iron-clioquinol control | Potency, µM (titrated, usually from 46.1 µM), for the others: at the highest dose growth rescue, hits mostly activators | 0.063% of 410,000 active; further: potency means the concentration at half of the fitted maximal effect; nearly all actives have a fitted effect of over 55% in size
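Yeast A-beta toxicity model in growth medium with pinned compounds, 48 h at 30 C; growth read as absorbance at 600 nm. Normalized to FeCl3/clioquinol equimolar mix (positive) and DMSO (negative).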
IL-2 act – qHTS of IL-2 Activators | 0.065% of 360,000 active | IL-2 activation reporter assay, cell-based qHTS; stimulated with anti-CD3/CD4/CD28 beads; in transgenic mouse T cells | activation, % (series mostly up to about 46 µM); in the data active means activation above about 50%; inconclusive means mostly about 30% to 49%; further: 0% is about no effect
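Unstimulated transgenic mouse T cells preincubated 60 min with compound, then stimulated with anti-CD3/anti-CD4-coated beads plus anti-CD28 for 18 h at 37 degrees C. IL-2 response read as EGFP and DsRed fluorescence by plate cytometry.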
EPAC1 antagonist – qHTS for Antagonist of cAMP-regulated guanine nucleotide exchange factor 3 (EPAC1): primary screen; Rap guanine nucleotide exchange factor 3 (Homo sapiens), O95398; 0.14% of 360,000 active; Potency, µM (highest dose often 115 µM), without a hit: at the highest dose activity change, negative = inhibition, most hits filed as inhibitors; EPAC1 GEF assay, Rap1b-BODIPY-GDP exchange fluorescence;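 further: potency means the concentration at half of the fitted maximal effect; plate controls were vehicle for no effect and positive control for full effect; nearly all actives have a fitted effect of over 50% in size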
PI5P4K alpha inh – qHTS for Inhibitors of phosphatidylinositol 5-phosphate 4-kinase (PI5P4K). Phosphatidylinositol 5-phosphate 4-kinase type-2 alpha (Homo sapiens), P48426. PI5P4Kalpha enzyme, ADP-Glo luminescence, 60 min; stronger effect = lower value. max response, %. 1.2% of 330,000 active; active means max response of -50% or lower; inconclusive means between -30% and -50%; inactive means -30% or higher; further: value at the top dose of about 77 µM; on the % scale 0 is the no-effect control and ±100 the full control effect
Target sequence (P48426 whole entry, looked up): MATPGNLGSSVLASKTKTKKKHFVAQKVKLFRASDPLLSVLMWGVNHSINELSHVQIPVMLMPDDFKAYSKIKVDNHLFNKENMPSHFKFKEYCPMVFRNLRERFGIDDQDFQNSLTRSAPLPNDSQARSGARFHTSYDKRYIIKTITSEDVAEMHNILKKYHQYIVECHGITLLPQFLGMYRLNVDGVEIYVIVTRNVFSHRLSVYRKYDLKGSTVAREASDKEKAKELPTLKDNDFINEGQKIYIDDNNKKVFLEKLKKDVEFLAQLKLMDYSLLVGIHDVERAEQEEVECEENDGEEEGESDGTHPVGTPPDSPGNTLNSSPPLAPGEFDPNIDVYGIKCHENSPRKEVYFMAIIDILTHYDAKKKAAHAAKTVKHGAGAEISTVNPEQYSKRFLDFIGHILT
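Quantitative HTS of the MLSMR library against PI5P4Kalpha with substrate. ATP added last at 5 microM final; room temperature, 60 minutes. Remaining ATP depleted, ADP converted and read as luminescence.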
EPAC1 ag – qHTS for Agonist of cAMP-regulated guanine nucleotide exchange factor 3 (EPAC1): primary screen; AID 720707, 2013; EPAC1 agonist qHTS, biochemical assay; response scale: 100% = response to 6.5 mM cAMP; 0.073% of 360,000 active; Potency, µM (doses to about 154 µM), inactives show at the top dose activation, hits mostly activators; Rap guanine nucleotide exchange factor 3 (Homo sapiens), O95398; further: potency means the concentration at half of the fitted maximal effect; nearly all actives have a fitted effect of over 60% in size
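Nucleotide exchange by EPAC1 (100 nM) on Rap1B–BODIPY-GDP (250 nM) in the presence of 50 uM GDP is tracked fluorescently at 480/540 nm over 30 min. Signals are normalized to a 6.5 mM cAMP control.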
* hit, by the source's call; ? = inconclusive; nt = no result given; & = joins results of further samples; [ ] = another dose, or the depositor's remark. Unless noted, the call rests on the fitted dose curve; in most records, active means well fitted curve in the direction sought with a large enough effect; inconclusive means small, poorly fitted or top-dose-only effect, or another doubt; inactive means no such curve, though single readings can be large; an effect the other way counts as inactive or inconclusive. Compounds as they come; overall some 4.1% were active at least once.

SMILES | FUS yeast rescue | WRN inhibitor | PLK1 PBD block | Abeta rescue | IL-2 act | EPAC1 antagonist | PI5P4K alpha inh | EPAC1 ag
CC(=O)c1c(C)[nH]c(C(=O)NNC(=O)c2ccc(C)cc2)c1C | -26% | -4% | 0% | -1% | 0.3 | 13% | -1 | 23%
Cc1cccc(N(C)Cc2nnc(-c3cccc(Br)c3)o2)c1 | -2% | -2% | -1% | 6% | -3.9 | -11% | 10 | 7%
CC(C)C(C(=O)NC(C)(C)C)N(CCN1CCOCC1)C(=O)CNS(=O)(=O)c1ccccc1 (stereo unspecified) | 22% | 1% | -2% | -5% | -4.1 | -8% | 2 | -15%
Cc1ccc(NC(=O)COc2ccccc2[N+](=O)[O-])nc1 | -9% | -4%[57.1 µM] | -1% | 4% | -0.4 | ? | 3 | -3%
Brc1ccc2ncnc(NCc3ccco3)c2c1 | 8% | -2% | -5% | 14% | -0.8 | 3% | -28 | -1%
CNC(=O)CN1C(=O)NC(c2ccccc2)(c2ccccc2)C1=O | 9% | -11% | -16% | -13% | -0.4 | ? | 0 | -7%
Cc1cccc(NC(=S)NCc2ccc(F)cc2)c1 | nt | -24% | -5% | -1% | 0.8 | -11% | -5 | 3%
COc1cc(CNCCCN2CCOCC2)cc(Cl)c1OCC(=O)NC(C)(C)C | 17% | -1% | -3% | -3% | 0.9 | -19% | 4 | 0%
COc1ccccc1NC(=O)CNC(=O)Cn1c(C)cc2ccccc2c1=O | 35% | -25% | -7% | 10% | 0.0 | -24% | 0 | 4%
CC1(C)Cc2nc3n[nH]c(N)c3cc2CO1 | 6% | -2% | -1% | 20% | 1.4 | -2% | nt | 0%

Record cards (already shown). Order of values: FUS yeast rescue	WRN inhibitor	PLK1 PBD block	Abeta rescue	IL-2 act	EPAC1 antagonist	PI5P4K alpha inh	EPAC1 ag
CC(C)C(C(=O)NC(C)(C)C)N(CCN1CCOCC1)C(=O)CNS(=O)(=O)c1ccccc1 (stereo unspecified) across the screens: 22%	1%	-2%	-5%	-4.1	-8%	2	-15%
COc1cc(CNCCCN2CCOCC2)cc(Cl)c1OCC(=O)NC(C)(C)C across the screens: 17%	-1%	-3%	-3%	0.9	-19%	4	0%
Cc1cccc(NC(=S)NCc2ccc(F)cc2)c1 across the screens: nt	-24%	-5%	-1%	0.8	-11%	-5	3%
Brc1ccc2ncnc(NCc3ccco3)c2c1 across the screens: 8%	-2%	-5%	14%	-0.8	3%	-28	-1%
Cc1ccc(NC(=O)COc2ccccc2[N+](=O)[O-])nc1 across the screens: -9%	-4%[57.1 µM]	-1%	4%	-0.4	?	3	-3%

(listing goes on)
SMILES | FUS yeast rescue | WRN inhibitor | PLK1 PBD block | Abeta rescue | IL-2 act | EPAC1 antagonist | PI5P4K alpha inh | EPAC1 ag
CCc1nn(C(C)C(=O)NCCc2ccccc2)c(=O)c2cc3occc3n12 (stereo unspecified) | 6% | -4% | -16% | -4% | 1.4 | -27% | 4 | -2%
O=C(C1CCCN(Cc2nc(-c3cccs3)no2)C1)N1CCOCC1 (stereo unspecified) | 7% | -4% | -3% | 2% | 0.8 | 4% | -3 | -18%
COc1cccc(/C=N/Nc2ccc([N+](=O)[O-])cn2)c1O | -12% | -5%[57.1 µM] | 6% | -74%[inhibitor] | 1.2 | 0% | -11 | -1%
CCOC(=O)C(=O)NN=C(c1ccccc1)c1ccccc1 | 3% | 10% | -4% | -5% | 0.7 | 7% | 4 | -1%
COc1ccccc1CNC(=O)C1CSC2(C)CCC(=O)N12 (stereo unspecified) | -10% | 12% | 3% | -4% | 0.2 | 15% | 2 | -1%
Cc1ccc(S(N)(=O)=O)cc1NC(=O)C1CC2CCC1C2 (stereo unspecified) | -9% | 0%[57.1 µM] | -5% | -11% | -1.7 | 8% | nt | -4%
COc1cccc(-n2cnc3c(sc4nc(N5CCOCC5)c5c(c43)CCCC5)c2=O)c1 | 11% | 8% | -3% | -7% | -2.9 | 4% | -5 | 9%
N/C(=N/OC(=O)c1cccc([N+](=O)[O-])c1)c1cccc([N+](=O)[O-])c1 | 2% | -7% | 4% | 8% | -0.4 | 13% | 2 | -7%
COc1ccccc1CNC(=O)C(=O)NCCC1CCCCN1S(=O)(=O)c1cccs1 (stereo unspecified) | 16% | 0%[11.6 µM] | -5% | -8% | -0.1 | -18% | 1 | 3%
CCn1c(SCC(=O)N/N=C(/C)c2ccncc2)nc2ccccc21 | 11% | -6% | -4% | -1% | 3.6 | -2% | -13 | 1%
CC1CCCC(NC(=O)C2CCN(S(=O)(=O)c3cnc[nH]3)CC2)C1C (stereo unspecified) | 22% | -6% | 1% | 10% | 0.1 | -8% | 2 | 8%
Cc1oc(-c2ccccc2F)nc1CS(=O)(=O)CC(=O)NCCCN1CC(C)CC(C)C1 (stereo unspecified) | 7% | 21% | -14% | -1% | -0.5 | 2% | 0 | 0%
COC(=O)c1sc(N)c(C(=O)OC)c1COC(=O)CNS(=O)(=O)c1ccc(C)c(C)c1 | nt | -1% | -10% | -8% | -2.8 | 10% | -10 | -2%
Cc1ccc(-n2c(-c3ccco3)nc3nc4ccccc4nc32)cc1 | -8% | -7% | ? | -21% | 1.2 | 10% | -23 | -12%
CN1CCN(S(=O)(=O)c2cccc(S(=O)(=O)c3cccc(S(=O)(=O)N4CCN(C)CC4)c3)c2)CC1 | 13% | 11% | -2% | 6% | -2.6 | 17% | 3 | -4%
COC(=O)c1ccc(Cn2cnc3c(cnn3-c3ccc(C)c(C)c3)c2=O)o1 | 17% | -13% | -2% | 16% | -0.3 | 4% | nt | 4%
Cc1ccccc1OCC(=O)NCC1CCCO1 (stereo unspecified) | 18% | -3% | 0% | 4% | 1.3 | 1% | 6 | 1%
Cc1ccc2oc(C(=O)N3CCC(O)(c4cccc(C(F)(F)F)c4)CC3)c(C)c2c1 | 42% | -14% | 0% | ? | 0.0 | -3% | 20 | 11%
CCN(CC)c1ccc(O)c(C=Nc2ccc(C)c(C)c2)c1 | 8% | -10% | -4% | -1% | -0.1 | -6% | 3 | 2%
O=C(Nc1ccc(NC(=O)c2ccc(Cl)c(S(=O)(=O)N3CCOCC3)c2)cc1)c1ccccc1 | 19% | -12% | 0% | 0% | -1.0 | 6% | -1 | -11%
O=Cc1c(SCCO)nc2ccccn2c1=O | -8% | 9% | -3% | -10% | -1.5 | 2% | -2 | -10%
COc1ccc(C(C)NC(=O)C2CCN(CCCc3ccccc3)CC2)cc1OC (stereo unspecified) | -6% | -6% | -12% | -21% | -0.1 | -12% | 0 | -1%
CCCCCCCCCC(=O)NNC(=O)c1c(O)c2ccccc2n(CCC)c1=O | 5% | 6% | -6% | -12% | 2.0 | -10% | -7 | -3%
COc1ccc(C(=S)N2CCOCC2)cc1OC(=O)c1ccccc1 | 13% | -7% | 27µM* | 15% | 1.8 | 2% | -1 | 6%
COc1ccccc1NS(=O)(=O)c1cc(-c2cnc(C3CC3)o2)ccc1C | ? | -10% | -9% | nt | -0.2 | -27% | 4 | 15%
Cc1ccc(C)c(N2CCN(C(c3ccncc3)c3nnnn3Cc3ccccc3)CC2)c1 (stereo unspecified) | 15% | -4%[57.1 µM] | -16% | -16% | -3.3 | 0% | nt | 2%
O=C(Nn1cnnc1)c1ccc(OC(F)(F)C(F)C(F)(F)F)cc1 (stereo unspecified) | 37% | -5% | -6% | 5% | -3.3 | ? | 8 | -21%
COc1ccc2c(c1)CCC1C2CCC2(C)C(O)C(=O)CC12 (stereo unspecified) | 18% | -23% | 1% | 6% | 0.4 | -5% | 2 | 8%
CC(=O)SC1CC(=O)N(c2c(C)cccc2C)C1=O (stereo unspecified) | 33% | 0% | -16% | 19% | -0.5 | -9% | 0 | 5%
Cc1cccc(C)c1OCc1cc(C(=O)N2CCCC2c2nonc2C)no1 (stereo unspecified) | 32% | -13% | -15% | 13% | -2.8 | -23% | 4 | -8%
CNc1nc(-c2ccccc2)nc(-c2ccccc2)c1C#N | 8% | -8% | 1% | -10% | -0.6 | 28% | 2 | -5%
CCOc1ccc(NC(=S)NS(=O)(=O)c2cc(Br)ccc2OCC)cc1 | 41% | 1% | 12µM* | ? | 0.3 | -6% | -13 | 6%
CCOc1ccc(CNC(=O)C2CCCN(c3nnc(C)c4c(C)n(-c5ccccc5)nc34)C2)cc1 (stereo unspecified) | 11%&-14% | 22%[57.1 µM] | 0% | -14%&-29% | -2.5 | 11% | -9 | -8%
CCC(C)C(=O)OC1CCC=C2C=CC(C)C(CCC3CC(O)CC(=O)O3)C21 (stereo unspecified) | nt | 1% | 4% | 2% | -6.4 | -1% | -2 | -4%
COCCNC(=O)c1nc2c(nnn2Cc2cc(C)ccc2C)c(=O)[nH]1 | 7% | 3%[57.1 µM] | -7% | 5% | -2.6 | -2% | nt | -3%
COc1cccc(CNS(=O)(=O)c2ccc(-n3cnnn3)c(C)c2)c1 | 13% | -2% | -24% | -7% | -1.6 | 0% | 0 | -1%
CCOC(=O)c1ccc(NC(=O)CSc2nnnn2CCCO)cc1 | 16% | 11% | -4% | 5% | -1.6 | 14% | nt | -3%
O=C(NCc1ccccc1Cl)C1CCN(S(=O)(=O)N2CCCCC2)CC1 | 14% | -1% | 1% | 2% | -1.6 | -2% | nt | 8%
c1cn2cc(CSC3CCCCC3)nc2s1 | 1% | 0% | -28% | 15% | -0.6 | 14% | -1 | 6%
O=C(NCc1cccnc1)NC1(C(F)(F)F)Oc2ccc(Cl)cc2O1 (stereo unspecified) | -15% | -7% | 3% | -18% | 1.2 | -14% | -6 | -8%
C=C1C(=O)O[C@@H]2[C@H]1CC[C@H](C)[C@]1(O)CCC(=O)[C@@]21C | -1% | -6% | 1% | 3% | -4.1 | -11% | 0 | 5%
COCCCNC(=O)CCc1c(C)c2cc3c(C)coc3cc2oc1=O | 12% | 1% | -3% | -4% | -0.4 | 2% | -7 | -6%
COc1cc(OC)c(C(=O)NNC(=O)c2ccccc2-n2cccc2)cc1OC | 0% | -3% | -4% | -5% | -0.4 | 9% | 3 | 2%
